# Assay outcomes deposited in PubChem by several laboratories.
# PERK inhibitor: inhibitors of human PERK kinase; Q9NZJ5; CHO PERK-DD fusion, SEAP luminescence translation reporter; inhibition, % at 5.6 µM; hit rate 0.17% among 220,000; AID 1416;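 active = inhibition above the mean inhibition of all tested compounds plus 3 SD, set separately per screening campaign, cut at about 2.9% in these data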;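 also: PERK kinase domain activated by AP20187 dimerizer at 100 nM; 0% = DMSO with dimerizer and 100% = rapamycin at 8.4 µM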
# Rad51 HR inh: Rad51 (human) homologous recombination inhibition | hRad51 DNA strand exchange, fluorescence dequenching | inhibition, % at 10 µM | hit rate 0.085% among 200,000 | AID 1385;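 active = inhibition above 40% at the single screening dose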;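 also: 0% = DMSO control wells and 100% = blanks with heterologous ssDNA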
#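 Test system: preformed human Rad51 ssDNA filaments; also added: Donor/quencher-labelled 47-bp dsDNA substrate; doses: 10 µM final, single point; times: 37 °C 15-min filament assembly, 30-min compound preincubation, 15-min exchange; detection: FRET fluorescence dequenching, excitation 485 nm, emission 520 nm; read-out basis: Fluorescence-based percent inhibition, control- and blank-normalised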
# thrombin 1536: inhibitors of human thrombin; P00734; alpha-thrombin, Boc-VPR-AMC fluorogenic substrate cleavage; inhibition, % at 5 µM; hit rate 0.26% among 220,000;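 active = inhibition at or above 40%; inactive = inhibition below 40%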;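 also: 0% = enzyme with no compound and 100% = wells without enzyme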
#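 System – human alpha-thrombin protein · Reagent – Boc-VPR-AMC substrate, 15 µM final · Compound – 5 µM single dose in 0.2% DMSO · Schedule – reaction at room temperature · Technique – AMC fluorescence at 355 nm excitation and 460 nm emission · Read-out basis – % inhibition relative to enzyme controls and enzyme-free blanks · Control set – no-compound enzyme wells and no-enzyme blanks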
# m-calpain inh: blocks pig calpain II enzyme activity. purified calpain II, fluorogenic peptide substrate, 30 min. inhibition, % at 16 µM. hit rate 0.37% among 220,000. AID 1236;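 active = inhibition above about 50%, limit read from the data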
# Cl transport mod: modulates chloride dependent transport by human KCC2; Q9H2X9; hit rate 2.2% among 190,000; AID 1456; B-score of Tl+ flux slope (higher = more flux/activation; lower = inhibition) at 10 µM; KCC2 cells, thallium flux FluoZin-2 fluorescence;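 active = thallium flux slope and its plate-corrected score both differing from the plate sample mean at a set confidence after two filtering rounds, in either direction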;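 also: slope of fluorescence scaled to starting intensity during 10 to 20 s after thallium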
# FXIIa inh: factor XIIa (human) inhibition; P00748; inhibition, % at 5 µM; hit rate 0.3% among 220,000; AID 800; purified FXIIa, Boc-QGR-AMC fluorogenic substrate, 2 h; in the data active = inhibition above about 40%;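 also: 0% = enzyme with no compound and 100% = blank without enzyme; many of its hits are not listed in these tables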
# Furin inhibitor: human furin inhibition; P09958; purified furin, fluorogenic substrate cleavage; inhibition, % at 30 µM; hit rate 0.061% among 220,000; AID 463115; in the data active = inhibition above about 25%; also: inactives centre near -15
# FXIa inh 1536: factor XIa (human) inhibition; P03951; purified FXIa, Boc-Glu-Ala-Arg-AMC fluorogenic substrate; hit rate 0.14% among 220,000; inhibition, % at 5 µM;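 active = inhibition of at least 40%; inactive = inhibition below 40%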;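 also: fluorescence of freed AMC excited at 355 nm; 0% = enzyme without compound and 100% = no enzyme blank; many of its hits are not listed in these tables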
# Target sequence (P03951 19-387 limits assumed): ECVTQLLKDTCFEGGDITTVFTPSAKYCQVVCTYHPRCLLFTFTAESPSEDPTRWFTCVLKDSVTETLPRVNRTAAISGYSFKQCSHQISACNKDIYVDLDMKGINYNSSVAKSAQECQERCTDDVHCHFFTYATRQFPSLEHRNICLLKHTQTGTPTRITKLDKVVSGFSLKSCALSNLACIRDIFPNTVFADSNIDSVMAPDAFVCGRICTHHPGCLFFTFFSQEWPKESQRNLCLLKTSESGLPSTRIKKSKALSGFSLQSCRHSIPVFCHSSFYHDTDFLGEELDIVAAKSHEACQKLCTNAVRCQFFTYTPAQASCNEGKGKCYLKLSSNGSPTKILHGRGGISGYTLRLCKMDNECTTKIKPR
# Target sequence (P03951 388-625 limits assumed): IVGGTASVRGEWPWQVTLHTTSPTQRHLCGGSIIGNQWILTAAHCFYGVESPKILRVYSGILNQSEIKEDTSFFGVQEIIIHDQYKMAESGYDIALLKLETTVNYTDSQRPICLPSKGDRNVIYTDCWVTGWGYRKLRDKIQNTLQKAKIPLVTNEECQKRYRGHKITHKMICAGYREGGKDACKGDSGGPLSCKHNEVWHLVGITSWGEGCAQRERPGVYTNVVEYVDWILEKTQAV
# KLK5 inh: blocks human kallikrein 5 protease activity; Q9Y337; recombinant hK5, fluorogenic AMC substrate cleavage; inhibition, % at 5 µM; hit rate 0.59% among 210,000; AID 873;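 active = inhibition of 40% or more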;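 also: 0% = enzyme controls without compound and 100% = no-enzyme blanks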
# Target sequence (Q9Y337 67-293 limits assumed): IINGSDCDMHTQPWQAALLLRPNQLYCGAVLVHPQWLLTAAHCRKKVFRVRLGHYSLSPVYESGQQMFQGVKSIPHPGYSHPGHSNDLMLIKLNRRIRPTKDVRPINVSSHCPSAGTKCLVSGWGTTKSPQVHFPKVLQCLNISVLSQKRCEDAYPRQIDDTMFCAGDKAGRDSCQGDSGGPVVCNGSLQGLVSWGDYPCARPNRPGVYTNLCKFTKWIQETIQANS
# Starred values were filed as active, the others as inactive; / = no result given; [ ] = another dose, or the depositor's remark. An excerpt (hit frequency here may not be typical).
SMILES,PERK inhibitor,Rad51 HR inh,thrombin 1536,m-calpain inh,Cl transport mod,FXIIa inh,Furin inhibitor,FXIa inh 1536,KLK5 inh
Cc1ccccc1NC(=S)NC(C)C(c1cccs1)N1CCOCC1 (stereo not drawn),1.0,-2,4,5,0.69,25,-20,17,-11
O=C(O)C1Nc2c(O)cccc2C2C=CCC12 (stereo not drawn),0.4,2,10,-49,-0.37,10,-14,4,-51
CSc1ncccc1C(=O)OCC(=O)NC(C)C,0.8,3,-5,14,-0.028,3,-15,-4,-3
N#C/C(=C(/O)Cc1ccccc1)P(=O)(c1ccccc1)c1ccccc1,0.1,-16,-3,-6,-0.9,3,-18,-3,-2
CCOC(=O)C(=CNc1cc(C(F)(F)F)ccc1N1CCOCC1)C(=O)OCC,1.0,-1,-1,-24,-1.7,9,-30,5,-6
Cc1nnc(NC(=O)CSc2nc(C(C)C)nc3ccccc23)s1,0.2,-6,2,-6,/,16,-17[20 µM],4,-14
Cn1c(=O)nc2n(Cc3ccccc3)c3cccc(Cl)c3cc-2c1=O,0.7,-4,-11,-429,-0.64,-3,-15,-6,-11
CCC1=NC(c2ccc(Br)cc2)N(O)C1(C)C (stereo not drawn),1.5,-3,-5,-6,0.62,4,-28,-3,-3
O=c1oc(-c2ccco2)nc2c1cnn2-c1ccccc1,1.2,8,17,-14,-0.83,48*,-28,14,21
CC(C)(C)CC(C)(C)NC(=S)NC1CCN(Cc2ccccc2)CC1,0.2,-6,-11,-4,0.92,2,-16,-2,-5
CCCC(=O)Nc1cc(OC)c(NC(=O)NC2CCCCC2)cc1OC,0.3,5,0,-2,1.1,8,-27,3,-6
COc1ccc(NC(=O)c2c(OC)cccc2OC)c(OC)c1,0.5,-2,5,-7,-0.025,21,-18[20 µM],5,0
C/C(=N\NC(=O)Cn1nc(C)c(Br)c1C)c1cccs1,0.1,/,-6,1,-0.23,1,-15,1,-21
CN(C[C@H](Cc1ccccc1)N(C[C@H](c1ccccc1)N(CCc1ccccc1)N=O)N=O)N=O,1.0,-3,-4,23,-0.085,4,-24,-2,-3
CC(C)(C)c1ccc(NC(=O)c2c(F)cccc2Cl)cc1,0.7,-1,1,-11,-0.63,9,-5,-5,-1
CCOc1cc(C(=O)Nc2ccc3c4c(cccc24)C(=O)N3CC)cc(OCC)c1OCC,-1.1,-5,0,-42,-0.73,17,-24[20 µM],2,4
COc1cc(CN2CCCC(CO)(Cc3cccc(Cl)c3)C2)cc2c1OCO2 (stereo not drawn),1.8,8,2,-24,/,3,-26,-1,/
COc1ccc(C)cc1S(=O)(=O)Nc1cccc(Cl)c1Cl,-1.3,-5,6,-15,2.4*,17,-8[20 µM],10,-3
COc1cc(C(=O)Nc2ccc(O)cc2C(=O)O)ccc1OC(C)=O,0.3,-1,1,-41,-0.34,16,2,3,-8
Cc1ccc(S(=O)(=O)Cn2nnnc2C(CC(C)C)N2CCN(c3ccccc3)CC2)cc1 (stereo not drawn),0.9,-7,-2,-2,-0.81,5,-28[20 µM],-2,-10
COc1ccc(OC)c2sc(NNC(=O)COc3ccccc3)nc12,-0.1,-5,/,28,3.4*,10,4,12,-16
Cn1nc(-c2ccccc2)cc1NC(=O)Nc1ccccc1F,-1.5,-20,0,13,1.1,-1,-10,0,1
COc1cccc(C(=O)NC(=S)N2CCN(c3ccc(C(F)(F)F)cc3[N+](=O)[O-])CC2)c1,0.8,/,-2,-1,8.8*,7,-8,1,-5
CC(=O)c1cccc(N=C2NC(=O)C(CO)(CO)S2)c1,0.6,-12,-5,20,0.18,2,-17[20 µM],-6,-2
COC(=O)c1cccc(NC(=S)N2CCCCC2)c1,0.0,-8,2,-20,0.55,6,-22,-1,-5

# Remaining list, next part
SMILES,PERK inhibitor,Rad51 HR inh,thrombin 1536,m-calpain inh,Cl transport mod,FXIIa inh,Furin inhibitor,FXIa inh 1536,KLK5 inh
Cc1ccc(-c2nc(N)sc2C)cc1,0.0,-6,-14,14,0.035,1,-8,-3,-4
CCOc1cc(C(=O)NC(=S)Nc2cccnc2)cc(OCC)c1OCC,-0.5,8,-11,4,0.04,0,-23,-3,-20
Cc1ccc(/C=N/NC(=O)CSc2nnc(-c3ccc(Cl)cc3)n2-c2ccc(Cl)cc2)o1,-0.4,-5,-5,-7,-0.46,-6,-4,-12,4
O=C(CN1CCN(S(=O)(=O)c2ccccc2)CC1)Nc1ccc([N+](=O)[O-])cc1,0.4,8,-2,7,-1.3,13,-10,8,-12
COCCNC(=O)CSc1nc2ccc(N3CCOCC3)cc2c(=O)n1CCc1ccccc1,0.6,1,-2,-372,4.5,9,-12,4,0
CC(C)c1ccc(/C=C/C(=O)NC(=S)Nc2ccc(CN3CCOCC3)cc2)cc1,0.5,-37,-3,-22,0.73,3,-9,6,-15
CCOC(=O)c1c(NC(=O)c2c(Br)cnn2C)c(C#N)nn1-c1ccccc1,-1.2,-15,2,2,-0.98,16,-15[20 µM],-4,-11
CCC(C)n1cnc2c(c1=O)c1nc3ccccc3nc1n2Cc1ccc(OC)cc1 (stereo not drawn),-0.3,0,3,-318,-1.2,0,-8,-6,-26
O=C(O)CC1(O)C(=O)N(Cc2ccccc2)c2ccccc21 (stereo not drawn),0.6,-4,-8,-7,0.15,4,-15,-4,-2
O=C(CC1Sc2ccccc2NC1=O)NCc1ccc(Cl)cc1 (stereo not drawn),0.0,19,4,26,0.055,10,-14,1,-6
Cc1cccc(C)c1NC(=O)C1(N(Cc2ccco2)C(=O)c2ccccn2)CCCC1,-0.1,-3,3,9,0.98,32,3[20 µM],22,0
CCOc1ccccc1N1CCN(Cc2ccco2)CC1,-0.6,-2,-13,8,-1.8,-13,-19[20 µM],-6,-3
CCN(CC)c1nc(N)c([N+](=O)[O-])c(NCCO)n1,1.1,8,-7,15,-0.018,3,-9,1,-9
COc1ccc(S(=O)(=O)N2CCCCCC2)cc1Br,0.5,-2,-5,9,-0.0041,9,-21,0,2
CC1C(=O)OC(c2ccc(Br)cc2)C(C)(C)C1=O (stereo not drawn),1.2,4,-3,11,/,5,0,2,1
COc1ccc(-n2c(-c3ccc(Br)cc3)nc(=S)c3c2CCCC3)cc1,0.7,-6,9,-1,-1,0,-23,-9,-6
Cc1ccc(-n2nc3c(c2NC(=O)c2ccc(OC(C)C)cc2)CS(=O)C3)cc1 (stereo not drawn),0.3,0,6,-11,/,4,-13,0,-4
O=C(O)C1CCN(C(=O)c2cc(F)cc3c2OCOC3)CC1,0.7,-3,-5,-29,-0.18,4,-25,2,-2
O=C(NCC(O)CN1CCOCC1)c1ccc([N+](=O)[O-])cc1 (stereo not drawn),-0.1,6,3,-1,0.85,9,-32,-4,-16
CC1(C)Cc2c(c(=S)nc(-c3ccccc3)n2CCCN2CCOCC2)CO1,1.3,-3,-5,22,1.9,12,-9,5,-2
CCCn1c(NC(=O)c2ccccc2)nc2ccccc21,-2.2,-5,0,-29,9.9*,13,0,8,-116
Cc1ccc(-c2nnc(SCC(=O)NNC(=O)COc3cccc4ccccc34)n2C)cc1,1.5,-3,-3,4,0.51,23,-14,9,-67
CN(Cc1nc(-c2ccccn2)no1)S(=O)(=O)c1ccc(Br)cc1,-0.2,-1,-10,6,-0.27,-15,-8[20 µM],-14,-24
c1ccc(-c2cc3c(nn2)CCc2nonc2-3)cc1,1.2,-9,-3,8,-0.36,2,-4[20 µM],-6,2
CC(=O)N1CCc2cc(S(=O)(=O)NCCCOC(C)C)ccc21,1.0,2,3,6,/,7,-8[20 µM],2,7

# Compound profiles, from the list above. Screens in order: PERK inhibitor	Rad51 HR inh	thrombin 1536	m-calpain inh	Cl transport mod	FXIIa inh	Furin inhibitor	FXIa inh 1536	KLK5 inh
# CC(=O)c1cccc(N=C2NC(=O)C(CO)(CO)S2)c1 is entered as 0.6	-12	-5	20	0.18	2	-17[20 µM]	-6	-2
# COc1cc(C(=O)Nc2ccc(O)cc2C(=O)O)ccc1OC(C)=O is entered as 0.3	-1	1	-41	-0.34	16	2	3	-8

# (further entries)
SMILES,PERK inhibitor,Rad51 HR inh,thrombin 1536,m-calpain inh,Cl transport mod,FXIIa inh,Furin inhibitor,FXIa inh 1536,KLK5 inh
CN(C)CCCNCCCNC(=O)c1ccco1,0.6,2,-17,29,0.77,2,-24,-12,-20
Cc1cccc(N2CC(O)=C(c3nc4ccccc4n3C)C2=N)c1,-0.1,4,4,-5,-1.3,17,-15[20 µM],-23,3
C/C(=N\NC(=O)c1ccc(Cn2cc([N+](=O)[O-])cn2)o1)c1cccc(NC(=O)C(C)C)c1,-0.7,/,-2,3,0.015,10,-13,9,0
CCCCNS(=O)(=O)c1ccc2nc(SCC(N)=O)[nH]c2c1,1.6,/,-5,-16,0.0085,10,-18,1,2
CN1/C(=C\C(=O)C(F)F)C(C)(C)c2ccccc21,1.0,8,2,-51,/,13,-8[20 µM],0,-4
Cc1nnc(SCC(=O)c2ccc([N+](=O)[O-])cc2)s1,0.1,-24,-2,-16,-0.024,8,-15,-5,0
CCCC(=O)N(c1ccc(OCC)cc1)C1C=CS(=O)(=O)C1 (stereo not drawn),1.0,-2,-1,3,1.3,13,-22,0,-30
COC(=O)Cn1c(=O)c2c(n(Cc3ccccc3)c1=O)N/C(=C/c1ccc(OC)cc1)C2=O,0.1,-92,0,-23,0.036,10,-30,2,3
CCc1c(C#N)c(N)nc(SCC(=O)OCc2ccccc2)c1C#N,1.2,-8,1,1,0.83,11,-20,-1,-7
Cc1noc(/C=C/N(C)C)c1S(=O)(=O)N1CCCC(C(=O)NCc2ccccc2Cl)C1 (stereo not drawn),-1.0,/,6,16,-0.86,16,-14,10,14
COCCNC(=S)N/N=C/c1ccccc1C(=O)O,1.3,3,3,-14,/,21,-19[20 µM],5,2
COCC(=O)N1CCC(n2nnc3cc(C(F)(F)F)ccc32)CC1,0.2,5,-12,-13,0.54,10,-16,-1,3

# Entries shown so far that contain an aryl thioether with sulfur outside any ring, in the order listed:
SMILES,PERK inhibitor,Rad51 HR inh,thrombin 1536,m-calpain inh,Cl transport mod,FXIIa inh,Furin inhibitor,FXIa inh 1536,KLK5 inh
CSc1ncccc1C(=O)OCC(=O)NC(C)C,0.8,3,-5,14,-0.028,3,-15,-4,-3
Cc1nnc(NC(=O)CSc2nc(C(C)C)nc3ccccc23)s1,0.2,-6,2,-6,/,16,-17[20 µM],4,-14
Cc1ccc(/C=N/NC(=O)CSc2nnc(-c3ccc(Cl)cc3)n2-c2ccc(Cl)cc2)o1,-0.4,-5,-5,-7,-0.46,-6,-4,-12,4
COCCNC(=O)CSc1nc2ccc(N3CCOCC3)cc2c(=O)n1CCc1ccccc1,0.6,1,-2,-372,4.5,9,-12,4,0
Cc1ccc(-c2nnc(SCC(=O)NNC(=O)COc3cccc4ccccc34)n2C)cc1,1.5,-3,-3,4,0.51,23,-14,9,-67
CCCCNS(=O)(=O)c1ccc2nc(SCC(N)=O)[nH]c2c1,1.6,/,-5,-16,0.0085,10,-18,1,2
Cc1nnc(SCC(=O)c2ccc([N+](=O)[O-])cc2)s1,0.1,-24,-2,-16,-0.024,8,-15,-5,0
CCc1c(C#N)c(N)nc(SCC(=O)OCc2ccccc2)c1C#N,1.2,-8,1,1,0.83,11,-20,-1,-7
